# PP5 inh = PP5 phosphatase inhibitors, primary screen, biochemical, fluorescence | Serine/threonine-protein phosphatase 5 (Homo sapiens), P53041 | purified PP5c, OMFP substrate fluorescence | inhibition, % at 6.7 µM | 320,000 compounds, 0.18% hits | AID 1987, 2009;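 active = inhibition above the campaign's mean inhibition across all tested compounds plus 3 SD, cut at about 9.5% in these data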;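 also: 0% = DMSO only and 100% = 100 µM cantharidin control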
# GRK2 inh = compounds blocking aptamer binding on GRK2 – biochemical, human GRK2, bead flow cytometry, HTS, primary screen. FAM-aptamer displacement from GRK2. inhibition of aptamer binding, % at 10 µM. 330,000 compounds, 0.59% hits. AID 488847, 2010;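 active = inhibition of aptamer binding above 40%, roughly 3 SD of noise, on plates passing a quality check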;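 also: median bead fluorescence of bound FAM aptamer so fluorescent compounds give negative values; no value below 0 was filed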
# Target sequence (P25098 whole entry, looked up): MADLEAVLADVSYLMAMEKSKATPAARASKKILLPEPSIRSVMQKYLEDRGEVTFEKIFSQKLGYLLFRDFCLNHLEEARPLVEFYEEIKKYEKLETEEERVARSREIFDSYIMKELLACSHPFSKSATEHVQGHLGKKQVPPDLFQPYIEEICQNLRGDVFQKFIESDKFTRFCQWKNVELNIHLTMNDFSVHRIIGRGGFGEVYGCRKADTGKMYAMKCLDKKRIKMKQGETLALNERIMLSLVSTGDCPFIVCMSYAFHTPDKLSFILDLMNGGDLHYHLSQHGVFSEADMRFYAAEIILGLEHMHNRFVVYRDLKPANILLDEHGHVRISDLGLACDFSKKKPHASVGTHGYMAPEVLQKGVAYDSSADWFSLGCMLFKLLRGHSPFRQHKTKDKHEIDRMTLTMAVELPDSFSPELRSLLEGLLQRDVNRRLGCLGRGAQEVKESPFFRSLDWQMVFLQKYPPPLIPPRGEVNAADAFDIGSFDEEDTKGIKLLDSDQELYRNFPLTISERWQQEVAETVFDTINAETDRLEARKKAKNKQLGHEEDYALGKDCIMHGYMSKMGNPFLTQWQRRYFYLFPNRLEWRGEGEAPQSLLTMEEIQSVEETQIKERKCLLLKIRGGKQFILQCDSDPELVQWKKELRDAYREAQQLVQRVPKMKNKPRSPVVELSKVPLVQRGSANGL
# VLA-4 inh = inhibition in human VLA-4 binding assay, primary screen, VLA-4 allosteric modulator project, MLPCN library, flow cytometry, VLA-4 expressing cells. Integrin alpha-4 (Homo sapiens), P13612. ligand binding flow cytometry. inhibition, % (about 7 µM as worked out from the volumes in the protocol). 330,000 compounds, 0.2% hits. AID 2557, 2010; in the data active = inhibition above about 50%
# procasp3 activ = activators of human procaspase-3 D3A mutant, primary screen, biochemical, absorbance, PC-3 D3A mutant, single concentration | Caspase-3 (Homo sapiens), P42574 | recombinant procaspase-3 D3A, Ac-DEVD-pNA absorbance 405 nm | activation, % at 8.5 µM | 330,000 compounds, 0.11% hits;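 active = activation above the mean of all tested compounds plus 3 SD, cut at about 21% in these data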;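 also: 0% = DMSO alone and 100% = DMSO wells spiked with extra 5 µM PC-3 D3A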
#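 Technique: 405 nm absorbance of p-nitroaniline, reads at 0 and 120 min; Test system: Procaspase-3 D3A mutant; Incubation: 1 h enzyme-compound preincubation, then 2 h substrate reaction, 25 °C; Repeats: singlicate, each compound tested once; Benchmarks: low control DMSO wells, high control DMSO plus 5 µM PC-3 D3A.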
# procasp7 counter = procaspase-7 activators, primary screen, counter-screen for procaspase-3 activator project, biochemical, absorbance, HTS, human | recombinant procaspase-7, Ac-DEVD-pNA absorbance 405 nm; D23A/D198A/D206A triple mutant, cannot self-cleave; scale: DMSO 0, 5 µM enzyme 100 | 330,000 compounds, 0.093% hits | activation, % at 8.5 µM | Caspase-7 (Homo sapiens), P55210 | AID 463210, 2010;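 active = percent activation above the screen-wide mean plus 3 SD, cut at about 25% in these data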
# Target sequence (P55210 whole entry D23A/D198A/D206A): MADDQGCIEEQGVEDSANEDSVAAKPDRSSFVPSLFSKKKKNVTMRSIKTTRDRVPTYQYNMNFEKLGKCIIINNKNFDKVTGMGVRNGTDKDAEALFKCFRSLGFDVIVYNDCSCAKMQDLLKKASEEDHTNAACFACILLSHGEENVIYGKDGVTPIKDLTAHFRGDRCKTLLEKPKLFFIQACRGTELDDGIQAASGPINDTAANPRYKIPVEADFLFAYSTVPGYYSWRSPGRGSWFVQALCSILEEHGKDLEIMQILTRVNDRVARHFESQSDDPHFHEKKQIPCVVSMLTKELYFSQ
#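 Material: Procaspase-7 triple mutant (PC-7 D3A) | Quantity: 2 µM procaspase-7 mutant as dispensed | Reagent: DEVD-pNA substrate | Times: 1 h preincubation, 2 h reaction | Technique: 405 nm absorbance of p-nitroaniline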
# HCV core dimer = inhibitors of HCV core protein dimerization, primary screen, biochemical, TR-FRET, high-throughput. 300,000 compounds, 0.33% hits. inhibition, % at 5 µM. TR-FRET GST/Flag-core106 dimerization, 1536-well;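 active = inhibition above the mean of all tested compounds plus 3 SD, set per screening campaign, cut at about 45% in these data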
#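 Assay system: tagged HCV core106 pair (GST and Flag); medium: KF-containing HEPES buffer, pH 7.45, DTT, CHAPS, BSA; also added: Eu donor and XL665 acceptor anti-tag antibodies; dosing: 5 µM single dose; timing: compound-protein-antibody incubation 4 h at 22.5 °C; signal: TR-FRET 671 and 617 nm emission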
# CTSL1 counter = Fasciola hepatica cathepsin L1 inhibitors, primary screen, counter-screen for PFM18AAP inhibitor project, biochemical, QFRET, fluorogenic peptide substrate; 300,000 compounds, 0.49% hits; AID 1906, 2009; recombinant F. hepatica cathepsin L1, Z-Leu-Arg-MCA fluorescence; inhibition, % at 5.96 µM;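 active = inhibition above the mean of all tested compounds plus 3 SD, set per screening campaign, cut at about 17% in these data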;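 also: 0% = plate median of test compound wells and 100% = 1 µM Z-Phe-Ala-diazomethylketone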
# PP1 counter = PP1-alpha phosphatase inhibitors, primary screen, counter-screen for PP5 inhibitor project, biochemical, fluorescence, OMFP substrate, single point; Serine/threonine-protein phosphatase PP1-alpha catalytic subunit (Homo sapiens), P62136; purified PP1alpha; inhibition, % at 6.7 µM; 320,000 compounds, 0.9% hits; AID 2235, 2010;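 active = inhibition above the mean inhibition of all tested compounds plus 3 SD, computed separately for each screening campaign, cut at about 15% in these data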
# GASC-1 inh = inhibitors of GASC-1 histone demethylase, primary screen, biochemical, fluorescence, DELFIA europium; Lysine-specific demethylase 4C (Homo sapiens), Q9H3R0; GST-JMJD2C(1-420) H3K9me3 demethylation; inhibition, % at 2.35 µM; 330,000 compounds, 0.069% hits; AID 2099, 2009;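 active = more than half of a compound's replicate wells show inhibition beyond 50%, single wells judged on their own value; inconclusive = some, but no more than half, of replicates pass 50% inhibition; inactive = no replicate passes 50% inhibition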;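 also: signal counts dimethyl H3K9 product captured on neutravidin plate; 0% = median of DMSO wells and 100% = 0.3 times that DMSO median; strong numbers were not always called active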
# Starred values were filed as active, the others as inactive; ? = inconclusive; / = not tested or not shown; & = joins results of further samples.
mol	PP5 inh	GRK2 inh	VLA-4 inh	procasp3 activ	procasp7 counter	HCV core dimer	CTSL1 counter	PP1 counter	GASC-1 inh
COCCn1c(-c2ccc(OC)cc2)cnc1SCC(=O)Nc1cc(C)on1	0.4	3	1	-6	-4	-5	-1	3	1
CC1=Nn2c(nnc2-c2ccccc2)SC1	-2.0	0	10	2	-8	6	0	-1	-14
COc1ccc(OC)c(NC(=O)N2CCCC(CNS(=O)(=O)c3cccs3)C2)c1 (configuration not stated)	-3.7	2	1	-6	-3	0	4	-8	-30
CCCn1nc(C(=O)NNC(=O)Cc2ccc(S(=O)(=O)N3CCOCC3)s2)c2ccccc2c1=O	0.4	0	-6	-1	1	14	-5	-5	-3
COc1ccccc1C(=O)N1C(CC(=O)Nc2ccccc2C)C(=O)NC2CCCCC21 (configuration not stated)	-0.8	3	1	1	4	-2	0	1	-8
COCCNC(=O)c1ccc2c(c1)nc(C)n2-c1cc(OC)c(OC)c(OC)c1	-0.2	1	14	2	11	-8	0	0	6
Cc1nn(C)cc1S(=O)(=O)Nc1ccc(F)c(F)c1	1.1	0	3	4	-10	-15	-6	-1	0
CCN(CC)C1CCS(=O)(=O)C1 (configuration not stated)	0.8	0	-14	6	11	-2	0	-4	3
Cc1ccsc1C1NC(=O)c2c(sc3c2CCCC3)N1 (configuration not stated)	4.2	3	-10	-11	-18	13	2	1	13
CCOC(=O)c1cccc(NC(=O)CSc2nc3ccccc3c(=O)n2CC)c1	0.5	3	/	-1	-2	3	-1	-4	-24&-6
CCCCS(=O)(=O)Nc1ccc(Cc2ccncc2)cc1	-0.1	0	-1	-7	3	-1	-2	-4	-3
CC(NC(=O)COC(=O)c1cccc(S(=O)(=O)N2CCCC2)c1)c1ccccc1 (configuration not stated)	/	0	6	-1	11	/	/	/	6
COc1cc(/C=N/NC(=O)c2ccc3c(c2)OCCO3)cc(Br)c1O	3.3	1	4	2	0	-26	3	-2	15
COc1ccccc1NCC(=O)NNCC(=O)Nc1ccc(F)c(Cl)c1	5.0	2	10	2	9	-7	-9	-2	5
COc1ccc(OC)c(/C=N/NC(=O)CSc2nnc(C)n2-c2ccccc2)c1	1.3	1	19	8	-4	1	-1	-3	-5
Cc1cc(OCC(=O)NCCCn2ccnc2)c2c(C)cc(=O)oc2c1	1.5	0	2	4	-9	3	-2	-2	11
Cn1nnnc1SCC(=O)Nc1c(Cl)cccc1Cl	-0.8	2	8	3	1	-2	-6	-4	14
Cc1nc(NC(=O)CN2CC(C)OC(C)C2)sc1C(=O)N(C)C (configuration not stated)	0.6	0	7	1	9	-4	-4	-2	-1
CC(=O)C1=C(C)NC(=O)NC1c1cc(Br)ccc1OCC(N)=O (configuration not stated)	1.5	0	22	7	-7	17	-1	2	-11
CC(C)[C@H](NC(=O)[C@@H]1Cc2ccccc2CN1C(=O)OC(C)(C)C)C(=O)NC1CCCC1	-0.3	0	-5	1	-7	-5	5	-2	?
O=C1CC(c2ccccc2)=NN1c1ccc([N+](=O)[O-])cc1	0.4	0	7	-4	2	3	3	15*	-23
CC(C)(C)/C=N/NC(=O)C1CC1	-1.7	0	2	-14	4	-3	-3	7	-2
COc1ccccc1CN1CC(C(=O)NC2(c3ccccc3)CC2)CCC1=O (configuration not stated)	1.4	0	-1	-2	3	0	0	2	-3
O=C(NN=C1CCCC1)c1cc(Br)ccc1O	0.2	28	3	-2	2	2	4	-2	-13
Cc1cccc(NC(=O)c2cccnc2Cl)n1	2.0	0	-18	1	5	3	-1	-3	-1
CC(C)C(C(=O)NCc1ccco1)N(C(=O)CNS(=O)(=O)c1ccc(Cl)cc1)C1CCCC1 (configuration not stated)	5.4	0	2	15	0	1	0	1	-4
O=C(Nc1ccccc1Oc1cccnc1)C1CCCN(Cc2ccccc2O)C1 (configuration not stated)	-2.9	2	25	2	5	-5	2	0	/
CCCOc1ccc(C(=O)CCNc2cccc(Cl)c2)cc1	2.1	0	-13	-2	-2	6	-2	0	-14
CCc1ccc(OCCNC(=O)c2ccccc2SCc2ccc(F)cc2)cc1	4.7	0	-2	2	11	1	1	3	4
COc1cc(OC)c(/C=N/NC(=O)c2ccc([N+](=O)[O-])cc2)cc1Br	0.5	1	-1	-6	-1	-1	1	-1	9

# Laid out differently: 2 of the compounds above.
> CC(C)[C@H](NC(=O)[C@@H]1Cc2ccccc2CN1C(=O)OC(C)(C)C)C(=O)NC1CCCC1
  PP5 inh: -0.3
  GRK2 inh: 0
  VLA-4 inh: -5
  procasp3 activ: 1
  procasp7 counter: -7
  HCV core dimer: -5
  CTSL1 counter: 5
  PP1 counter: -2
  GASC-1 inh: ?

> O=C1CC(c2ccccc2)=NN1c1ccc([N+](=O)[O-])cc1
  PP5 inh: 0.4
  GRK2 inh: 0
  VLA-4 inh: 7
  procasp3 activ: -4
  procasp7 counter: 2
  HCV core dimer: 3
  CTSL1 counter: 3
  PP1 counter: 15*
  GASC-1 inh: -23

# Individual results from the list.
# In GASC-1 inh, Cn1nnnc1SCC(=O)Nc1c(Cl)cccc1Cl is listed with 14
# In PP5 inh, O=C(Nc1ccccc1Oc1cccnc1)C1CCCN(Cc2ccccc2O)C1 (configuration not stated) is listed with -2.9
# In GRK2 inh, CCCOc1ccc(C(=O)CCNc2cccc(Cl)c2)cc1 is listed with 0
# In procasp7 counter, CC(C)[C@H](NC(=O)[C@@H]1Cc2ccccc2CN1C(=O)OC(C)(C)C)C(=O)NC1CCCC1 is listed with -7

# Other structures follow.
mol	PP5 inh	GRK2 inh	VLA-4 inh	procasp3 activ	procasp7 counter	HCV core dimer	CTSL1 counter	PP1 counter	GASC-1 inh
COc1cc2nc(CC(C)C)n(NC(=O)c3ccccc3)c(=O)c2cc1OC	2.5	0	-1	8	4	0	0	1	2
CCN(CC)CCCn1c(=S)[nH]c2cc(OC)c(OC)cc2c1=O	2.4	0	-4	-3	8	-1	-1	4	3
Cc1cc(CN(C)C(=O)c2cc(COc3ccc(C)c(C)c3)on2)n[nH]1	3.9	2	0	4	4	6	0	3	-3
COC(=O)C1CCN(C(=O)c2cc(-c3ccco3)nc3ccccc23)CC1	/	76*	-11	-16	-28	/	/	/	6
O=C(c1ccncc1)c1ccc([N+](=O)[O-])cc1	0.1	0	0	-5	8	3	-1	-8	7
CCOC(=O)Cn1c(=NC(=O)C2CC2)sc2c(C)cc(C)cc21	1.6	2	9	-1	4	0	0	-4	-11
CCOC(=O)c1c(C)oc2ccc(OS(C)(=O)=O)cc12	-1.5	0	1	0	5	0	-3	-2	1
Cc1cccc(NC(=O)CSc2n[nH]c(-c3cccnc3)n2)c1	0.7	0	-2	4	12	-1	-1	-3	-3
O=C(Nc1ccc(-n2nncc2-c2ccco2)cc1)c1cccc(F)c1	0.4	1	7	6	10	6	-2	1	17
CN(c1ccc(F)cc1)S(=O)(=O)c1ccc(Cl)c(C(=O)Nc2ccc3c(c2)CCC3)c1	2.9	0	4	-5	-4	9	-2	6	4
O=C(CN1CCN(S(=O)(=O)c2ccccc2F)CC1)Nc1ccnn1C1CCCC1	3.2	12	11	6	4	/	/	-2	-1
O=C(CSc1nnnn1C1CC1)N1CCN(Cc2ccccc2F)CC1	-0.8	0	-3	1	7	/	/	-5	3
O=C(NCC(=O)N1CCC(N2CCCCC2)CC1)C1CCCCC1	-4.1	2	27	1	8	2	-2	-3	-2
Cc1c(NS(=O)(=O)c2cc(C(=O)N3CCCC(C)C3)ccc2Cl)c(=O)n(-c2ccccc2)n1C (configuration not stated)	/	0	-6	0	11	/	/	/	3
Cc1ccc(-n2c(-c3ccncc3)nnc2-c2ccco2)cc1	-2.8	0	14	0	5	-3	0	-3	8
CSc1nc(C(=O)N2CCc3c([nH]c4ccccc34)C2c2ccccn2)cs1 (configuration not stated)	5.4	0	5	-9	7	4	-1	0	-23
Cc1c(C(=O)O)oc2ccc(S(=O)(=O)NCc3ccc4c(c3)OCO4)cc12	1.4	0	8	2	10	-1	3	-1	1
CCCNc1cc(=O)n(C)c(=O)n1C	0.5	0	9	-7	4	-1	0	-3	-3
COc1ccc(-c2nnc(-c3ccc(N)cc3)o2)cc1	0.5	12	6	16	-3	4	-2	-1	2
CCC(NC(=O)C1(C)CC1(Br)Br)c1ccc(C)cc1 (configuration not stated)	-0.7	1	13	5	5	-3	0	0	-1
COc1ccc(NC(=O)CC2C(=O)N(c3ccccc3)C(=O)N2Cc2ccco2)cc1 (configuration not stated)	0.4	1	12	6	4	-1	1	-2	-3
O=C(NCC(c1ccco1)N1CCc2ccccc21)c1ccccc1 (configuration not stated)	0.0	2	8	9	8	-3	2	0	30
CCOc1cc(/C=C/c2nc3cc(C)c(C)cc3s2)ccc1OCC(=O)N1CCOCC1	0.1	0	15	3	-1	7	3	3	2
CC(C)(C)OC(=O)C[C@@H]1C/C=C\C[C@@H](CC(=O)NCCO)C(=O)N[C@H](C(C)(C)C)COC1=O	/	7	14	-11	1	/	/	/	5
Cc1ccc(S(=O)(=O)N2CCN(C(=O)COC(=O)Cc3cccc(C(F)(F)F)c3)CC2)c(C)c1	2.3	0	7	1	8	6	-1	2	1
O=C(COc1cccc(F)c1)NNC(=O)c1cccc(-n2cccc2)c1	0.0	0	0	1	1	40	-15	6	1
O=C(Nc1ccc(Br)cc1Cl)N1CCOCC1	-0.8	0	-2	4	11	1	3	-3	-7
CCN(C(=O)c1cnc(OC)cc1C(F)(F)F)c1ccc(Cl)cc1	0.6	/	-2	27*	-4	0	-1	2	0
O=C(O)CCCNC(=O)/C(=C\c1ccccc1F)NC(=O)c1ccccc1	3.4	0	3	-3	5	3	1	8	10
O=c1c2c3c(sc2nc2n1CCC2)CCCCC3	0.6	0	1	4	0	-3	-4	1	88
NC(=O)C1(N2CCCCC2)CCN(C(=O)Nc2ccccc2C(F)(F)F)CC1	0.8	2	4	0	8	0	7	-3	0
Cc1cc(C)c(S(=O)(=O)N2CCCCC2CCNC(=O)C(=O)NCc2cccnc2)c(C)c1 (configuration not stated)	-1.8	0	0	-7	-5	0	1	-3	-1
O=C(CSc1nc(=O)n2ccccc2n1)N1CCN(c2ccccc2)CC1	2.6	2	3	6	4	-48	1	-4	-4

# High-throughput results deposited in PubChem BioAssay by several laboratories.
